Screens as filed in PubChem.
TAAR1 antag – antagonists of human TAAR1. 1.5% of 360,000 active. Q96RJ0. CHO RD-HGA16 TAAR1, Fluo-8 calcium fluorescence, antagonist. AID 624466. inhibition, % at 3 µM;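 active = inhibition above a per-plate cutoff, the mean inhibition of test compounds on that plate plus 3 SD, cut at about 49% in these data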;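 also: 0% = DMSO plus EC80 beta-PEA response and 100% = DMSO alone without agonist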
Target sequence (Q96RJ0 whole entry, looked up): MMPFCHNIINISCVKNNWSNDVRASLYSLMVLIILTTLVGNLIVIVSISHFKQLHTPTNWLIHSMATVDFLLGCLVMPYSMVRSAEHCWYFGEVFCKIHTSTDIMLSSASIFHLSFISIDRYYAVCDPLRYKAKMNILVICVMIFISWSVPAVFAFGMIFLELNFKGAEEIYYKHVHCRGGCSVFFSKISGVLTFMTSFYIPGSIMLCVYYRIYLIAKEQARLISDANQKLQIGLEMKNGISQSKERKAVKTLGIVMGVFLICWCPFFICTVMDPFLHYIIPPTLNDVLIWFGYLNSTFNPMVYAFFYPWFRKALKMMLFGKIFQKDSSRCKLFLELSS
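Test system – hTAAR1-expressing CHO RD-HGA16 cells, Gα16-coupled · Reagent – β-PEA at EC80 concentration, post-compound challenge · Compound dosing – 3 µM, single point · Timing – 140 s kinetic read after compound, 140 s after agonist · Detection – Fluo-8 intracellular calcium dye fluorescence, real-time kinetic reads · Control set – DMSO and EC80 PEA controls · Repeats – n of 1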
M5 antag – antagonists of human muscarinic M5 receptor (CHRM5); AID 624040; 0.59% of 360,000 active; P08912; CHO-hM5 cells, Fluo-8 calcium fluorescence, ACh EC80; inhibition, % at 3 µM;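 active = inhibition above a per-plate cutoff, the mean of that plate's test compounds plus 3 SD, cut at about 27% in these data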;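 also: 0% = acetylcholine EC80 with DMSO and 100% = DMSO without agonist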
Target sequence (P08912 whole entry, looked up): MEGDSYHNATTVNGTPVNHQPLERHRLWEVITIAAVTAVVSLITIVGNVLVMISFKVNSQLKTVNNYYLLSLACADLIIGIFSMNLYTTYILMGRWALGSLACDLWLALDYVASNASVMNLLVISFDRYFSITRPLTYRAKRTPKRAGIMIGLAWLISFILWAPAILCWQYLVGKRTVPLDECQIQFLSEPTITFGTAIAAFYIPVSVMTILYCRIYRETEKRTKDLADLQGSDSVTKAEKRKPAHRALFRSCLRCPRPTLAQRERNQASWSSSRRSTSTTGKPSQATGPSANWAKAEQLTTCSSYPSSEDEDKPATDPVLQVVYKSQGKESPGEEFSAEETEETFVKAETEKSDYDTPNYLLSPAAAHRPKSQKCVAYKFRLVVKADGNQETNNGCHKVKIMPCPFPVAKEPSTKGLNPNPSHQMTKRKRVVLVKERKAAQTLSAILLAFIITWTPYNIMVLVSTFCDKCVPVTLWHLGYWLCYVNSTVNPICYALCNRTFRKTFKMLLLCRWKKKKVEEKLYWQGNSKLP
CRFR2-BP antag – CRF-BP/CRF-R2 complex antagonism. HEK293 CRF-R2/CRF-BP, CRF-induced calcium fluorescence. inhibition, % at 11.8 µM. 0.59% of 350,000 active. AID 588475;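 active = inhibition of the ligand-induced calcium signal above about 50% at the single tested concentration, limit read from the data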
CHO-K1 Ca PAM – nonselective activator or artifact in parental CHO-K1 calcium assay | ATP EC20, Fluo-8 calcium fluorescence; 0% at ATP EC20, 100% at ATP max | 0.02% of 360,000 active | activation, % at 3 µM;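 active = activation above the run cutoff, the mean activation of all test compounds plus 3 SD, cut at about 40% in these data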;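 also: peak over basal fluorescence ratio in a 140 s read after ATP addition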
CHRM5 agonist – CHRM5 agonism in calcium assay; P08912; CHO-K1 hM5 cells, Fluo-8 calcium fluorescence; 0% DMSO wells, 100% maximal acetylcholine response; activation, % at 3 µM; 0.19% of 360,000 active; AID 624037;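 active = activation above the run's mean over test compounds plus 3 SD, cut at about 23% in these data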;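 also: signal is peak over basal fluorescence ratio across the kinetic read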
TAAR1 ag – human TAAR1 agonism | CHO RD-HGA16 TAAR1, Fluo-8 calcium fluorescence; vehicle wells 0%, saturating PEA agonist 100% | activation, % at 3 µM | 0.99% of 360,000 active | AID 624467;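 active = activation above the mean activation of all test compounds in the run plus 3 SD, cut at about 38% in these data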
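System: CHO RD-HGA16 cells carrying human TAAR1 plus Gα16; Incubation: 17-24 h seeding, 75 min 37 °C dye, 30 min RT; Measured by: Fluo-8 fluorescence, 5 s baseline then 140 s kinetic read; Control set: DMSO and PEA EC100; Replication: single well for each compound.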
M5 PAM – potentiates acetylcholine response at human M5 receptor. CHO-K1 hM5, Fluo-8 calcium, ACh EC20 PAM; 0% = ACh EC20, 100% = ACh EC100. 0.3% of 360,000 active. AID 624038. activation, % at 3 µM. P08912;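 active = activation above the run cutoff, the mean activation of all test compounds plus 3 SD, cut at about 18% in these data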
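Replicates: One well per compound, no replicates | System: Human M5 receptor in CHO-K1 cells | Benchmarks: Low control EC20 acetylcholine (0%), high control EC100 acetylcholine (100%) | Probe or stimulus: Acetylcholine, EC20 level | Times: Fluo-8 loading 80 min at 37 °C plus 30 min room temperature | Signal: Intracellular calcium via Fluo-8 fluorescence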
CRFBP-R2 agonist – CRF-BP/CRF-R2 complex agonism | HEK293 CRF-R2/CRF-BP, calcium dye fluorescence (FLIPR); percent of saturating CRF peptide response | 0.46% of 350,000 active | activation, % at 13.2 µM | AID 588473;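 active = activation of at least 50%, plus an integration ratio under a set limit after plate pattern correction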;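 also: plate controls were neutral control wells without compound for no effect and CRF at EC100 for full effect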
CHRM4 PAM – positive allosteric modulators of human muscarinic M4 receptor | activation, % at 3 µM | P08173 | 0.4% of 360,000 active | CHO-K1 hM4/Gqi5, Fluo-8 calcium fluorescence, ACh EC20; 0% = ACh EC20, 100% = maximal ACh;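 active = activation above its plate's cutoff, the mean activation of sample wells plus 3 SD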; also: some results filed as inactive read as strong as hits
Starred values were filed as active, the others as inactive; / = not tested or not shown.

cpd | compound | TAAR1 antag | M5 antag | CRFR2-BP antag | CHO-K1 Ca PAM | CHRM5 agonist
1 | COc1ccc(OC)c(S(=O)(=O)N2CCC3(CC2)OCCN3S(=O)(=O)c2cccs2)c1 | 20 | 8 | 5 | -26 | 4
2 | Cc1ccccc1N1CCN(C2CCCN(C(=O)CN3CCCC3=O)C2)CC1 (stereo not drawn) | -3 | -21 | 17 | 5 | -4
3 | O=C(O)c1ccc(Cn2cnc3scc(-c4ccccc4)c3c2=O)cc1 | -7 | 6 | -2 | 20 | 0
4 | O=C(Nn1cnc2ccccc2c1=O)C1CCCCC1 | -9 | -3 | 8 | -13 | 2
5 | CCNC(=O)c1ccc(C2SCC(=O)N2CCc2ccccc2)cc1 (stereo not drawn) | 5 | 8 | -12 | 16 | -3
6 | COc1ccc2c(C=O)cn(C)c2c1 | -6 | 4 | -2 | -12 | -1
7 | CCCNC(=O)C1(C)CCCN(Cc2ccccc2Cl)C1 (stereo not drawn) | 5 | -15 | / | -3 | 0
8 | Cn1c2ccccc2c2cc(/C=N/NC(=O)c3ccccc3F)ccc21 | 15 | 2 | 14 | -29 | -5
9 | COc1ccc(-c2noc(CN(C)S(=O)(=O)c3ccc(Cl)cc3)n2)cc1OC | 30 | 1 | -3 | 14 | 2
10 | NS(=O)(=O)c1ccc(NC(=O)CCC(=O)c2cccs2)cc1 | -8 | 2 | 0 | -16 | -2
11 | COc1cc(/C=N/NC(=O)c2cccnc2)ccc1OS(=O)(=O)c1cc(C)ccc1C | 64* | 11 | -11 | -2 | 3
12 | CC1(OC(=O)c2cccs2)C(=O)C=C2C=C3CCCN3C=C2C1=O (stereo not drawn) | / | -1 | 3 | 6 | 4

cpd | TAAR1 ag | M5 PAM | CRFBP-R2 agonist | CHRM4 PAM
1 | 10 | -13 | -1.5 | 1
2 | 0 | 7 | 1.1 | 7
3 | 2 | 0 | 6.7 | -1
4 | 9 | -1 | -0.9 | 4
5 | 11 | -1 | -0.1 | -2
6 | 3 | 7 | 0.4 | 6
7 | 0 | 1 | / | 6
8 | 0 | -1 | 0.3 | -2
9 | 11 | -4 | -0.1 | -3
10 | -1 | 0 | 0.2 | -4
11 | 25 | -18 | 0.4 | -17
12 | / | 7 | -0.2 | 3

Just CHRM4 PAM, M5 PAM and CRFBP-R2 agonist (7 entries from above):
item	canonical_smiles	CHRM4 PAM	M5 PAM	CRFBP-R2 agonist
11	COc1cc(/C=N/NC(=O)c2cccnc2)ccc1OS(=O)(=O)c1cc(C)ccc1C	-17	-18	0.4
10	NS(=O)(=O)c1ccc(NC(=O)CCC(=O)c2cccs2)cc1	-4	0	0.2
12	CC1(OC(=O)c2cccs2)C(=O)C=C2C=C3CCCN3C=C2C1=O (stereo not drawn)	3	7	-0.2
4	O=C(Nn1cnc2ccccc2c1=O)C1CCCCC1	4	-1	-0.9
9	COc1ccc(-c2noc(CN(C)S(=O)(=O)c3ccc(Cl)cc3)n2)cc1OC	-3	-4	-0.1
5	CCNC(=O)c1ccc(C2SCC(=O)N2CCc2ccccc2)cc1 (stereo not drawn)	-2	-1	-0.1
1	COc1ccc(OC)c(S(=O)(=O)N2CCC3(CC2)OCCN3S(=O)(=O)c2cccs2)c1	1	-13	-1.5

Further entries follow:
cpd | compound | TAAR1 antag | M5 antag | CRFR2-BP antag | CHO-K1 Ca PAM | CHRM5 agonist
13 | O=S(=O)(NCc1cc(-c2ccccc2Cl)no1)c1ccc(Cl)cc1 | 7 | 0 | 1 | 15 | 1
14 | Cc1cccc(CS(=O)(=O)Cc2ccc(C(=O)NCCCN3CCCC3)o2)c1 | 5 | -3 | -3 | 21 | -9
15 | Cc1ccc(-n2nnnc2-c2cnc(N3CCCC3)nc2C(F)(F)F)cc1 | 2 | 3 | -5 | 0 | -11
16 | O=C(c1cc2cc(Cl)ccc2o1)N1CCCC1 | -18 | 8 | -2 | -7 | -1
17 | c1ccc(C(Cc2nc(-c3ccccn3)no2)c2ccccc2)cc1 | 18 | 1 | 22 | 9 | -7
18 | Oc1c(/C=N/c2ccccn2)sc2ccccc12 | -22 | -6 | -3 | 19 | 2
19 | Cc1cc(NC(=O)COC(=O)c2n[nH]c3ccccc23)no1 | 7 | 0 | 0 | -8 | 1
20 | Cc1cc(C)cc(N2C(=O)CC(Sc3nnnn3-c3ccccc3)C2=O)c1 (stereo not drawn) | 21 | -2 | -11 | 16 | -1
21 | O=C(Nc1nnc(-c2ccc3c(c2)OCCO3)o1)c1ccc(Cc2ccccc2)cc1 | -5 | 5 | -4 | -6 | 1
22 | Cc1cccc(NC(=O)CNC(=O)COc2cc(F)ccc2[N+](=O)[O-])c1C | -16 | 3 | -11 | 7 | -1
23 | O=C(/C=C/c1ccccc1)Oc1ccc(C(=S)N2CCOCC2)cc1 | 1 | 0 | 3 | 3 | 1
24 | CCCCC(=O)Nc1nc2ccc3nc(C)sc3c2s1 | -12 | 1 | -48 | 24 | -2

cpd | TAAR1 ag | M5 PAM | CRFBP-R2 agonist | CHRM4 PAM
13 | 7 | 1 | 0.5 | -1
14 | 1 | 1 | -0.9 | -5
15 | 10 | -26 | 0.8 | -9
16 | 3 | -6 | -2.3 | 2
17 | 12 | -12 | 0.0 | -6
18 | 0 | 7 | 4.8 | 1
19 | 1 | -1 | -0.4 | -3
20 | 4 | -8 | 0.6 | 4
21 | 4 | -3 | 0.2 | -5
22 | 3 | -1 | -1.0 | 2
23 | 9 | 2 | -1.3 | 9
24 | -1 | -9 | 1.6 | 4

The list goes on.
cpd | compound | TAAR1 antag | M5 antag | CRFR2-BP antag | CHO-K1 Ca PAM | CHRM5 agonist
25 | CCN(CC)C(=O)Cn1cnc2sc(C)c(S(=O)(=O)N3CCC(C)CC3)c2c1=O | -1 | -1 | -7 | 8 | -2
26 | CCc1cccc2c(C(=O)CSc3nnc(C4CC4)o3)c[nH]c12 | 3 | 0 | 0 | 16 | 0
27 | CCC1=Nc2cc(C(=O)O)ccc2Sc2ccc(Cl)cc21 | -32 | 7 | -14 | 9 | 2
28 | COc1ccc(S(=O)(=O)N2C[C@H]3CON(C)[C@H]3C[C@H]2c2ccc(-c3cc4ccccc4o3)cc2)cc1 | 7 | 5 | 17 | 12 | 0
29 | O=C(Nc1ccc(F)cc1)C1CCN(C(=O)c2ccc(F)cc2)CC1 | 2 | 5 | -3 | -16 | 1
30 | CN(CCC(=O)c1ccccc1)CCC(=O)c1ccccc1 | -3 | 7 | -2 | -5 | 0
31 | Cc1ccc(-c2cc(=O)[nH][nH]2)c(C)c1 | -11 | -5 | -7 | 21 | 1
32 | C=CCC(COCc1ccccc1)NS(=O)(=O)c1ccccc1Br (stereo not drawn) | 23 | 3 | 5 | 10 | -1
33 | Cc1ccc(NC(=O)CN(C)S(=O)(=O)c2cccc3nsnc23)cc1C | -16 | 2 | -3 | 18 | -7
34 | CC(C)C(NS(=O)(=O)c1ccc(Br)s1)C(=O)O (stereo not drawn) | -16 | 7 | -22 | 24 | 0
35 | O=C(Nc1cccc2ccccc12)c1csc([C@@H]2C[C@H](O)[C@@H](CO)O2)n1 | -7 | -1 | / | 4 | -1
36 | CCCc1cc(C(=O)Nc2ccccc2C(=O)OC)no1 | -2 | 5 | 3 | 15 | 0

cpd | TAAR1 ag | M5 PAM | CRFBP-R2 agonist | CHRM4 PAM
25 | 0 | 1 | 2.0 | 10
26 | 5 | -1 | 0.1 | 4
27 | 0 | -2 | 0.5 | -5
28 | 4 | -3 | 2.6 | -2
29 | 1 | 6 | -0.5 | -3
30 | 10 | 2 | 0.7 | 1
31 | 7 | 9 | -2.0 | 16
32 | 8 | -8 | -1.9 | -3
33 | 7 | -16 | -1.4 | 2
34 | 6 | 5 | -0.1 | 19
35 | 1 | -5 | / | 9
36 | 5 | -12 | 0.0 | -6

Screen by screen, from the results shown.
Entries 26 to 31 in CHRM5 agonist read 0, 2, 0, 1, 0, 1
Entries 26 to 31 in CHO-K1 Ca PAM read 16, 9, 12, -16, -5, 21
Entries 26 to 31 in TAAR1 antag read 3, -32, 7, 2, -3, -11

New compounds follow
cpd | compound | TAAR1 antag | M5 antag | CRFR2-BP antag | CHO-K1 Ca PAM | CHRM5 agonist
37 | O=C(Cc1ccccc1)Nc1cc(C(=O)c2ccccc2)ccc1N1CCOCC1 | 23 | 9 | -39 | 13 | 1
38 | COc1cc(Cl)c(C)cc1NC(=O)c1ccc(S(C)(=O)=O)cc1 | 27 | -7 | 7 | 11 | -2
39 | CCC(C)[C@H](NC(=O)N1CCC(C)CC1)C(=O)OC (stereo partly drawn) | -10 | 6 | 6 | -12 | -7
40 | CCN(CC)C(=O)CSc1ncnc2sc(-c3ccccc3)cc12 | 20 | 17 | -24 | -2 | -1
41 | Cc1ccc(S(=O)(=O)Nc2ccc3cn[nH]c3c2)cc1C | -11 | 6 | 5 | 8 | 5
42 | O=C1CCC(C(=O)OCc2nnc(-c3ccc(Br)cc3)o2)=NN1 | -11 | 6 | 5 | 18 | 1
43 | COC(=O)c1cc2cc(OC)ccc2n1C | 8 | 8 | 0 | 1 | -2
44 | CCOC(=O)Cn1nnnc1CN(Cc1ccccc1)Cc1cc2cc(CC)ccc2[nH]c1=O | 41 | -6 | -6 | 0 | 0
45 | Cc1ccc(CN2CCC(Oc3cccc(C(=O)NCc4cccnc4)c3)CC2)o1 | -15 | 0 | -17 | 17 | -9
46 | O=C(c1ccc(C(F)(F)F)cc1)C1CCCN(C(=O)CN2C(=O)CSC2=O)C1 (stereo not drawn) | -3 | 10 | 7 | 28 | -4
47 | Cc1ccc2c(c1)sc1nc(=O)n(-c3ccccc3)c(=O)n12 | -7 | 1 | 6 | -17 | 0
48 | Cc1ccc2c(c1)N(CC(=O)NC1CCCCC1C)C(=O)CO2 (stereo not drawn) | 16 | -3 | -8 | -5 | -2
49 | COc1ccc(OC)c(NC(=O)C2CC(=O)N(CCc3ccccc3)C2)c1 (stereo not drawn) | -17 | 4 | -1 | 4 | -1
50 | COc1ccc(N2CCN(CC(=O)Nc3cc(C)on3)CC2)cc1 | -8 | -2 | -1 | 23 | 3

cpd | TAAR1 ag | M5 PAM | CRFBP-R2 agonist | CHRM4 PAM
37 | 9 | -11 | -1.2 | -6
38 | 0 | 1 | -3.1 | 0
39 | 10 | -3 | 1.4 | -12
40 | 9 | -16 | 0.9 | -9
41 | 8 | -6 | -2.0 | -4
42 | 7 | 4 | 0.4 | 5
43 | -2 | 2 | -4.0 | -1
44 | 6 | 5 | -0.7 | -1
45 | 2 | -5 | 27 | -5
46 | 0 | -2 | -2.0 | -1
47 | 1 | 2 | -1.6 | -5
48 | 0 | -1 | 0.3 | -2
49 | 1 | 4 | -2.8 | 13
50 | 0 | 1 | -0.3 | 1

Hits appear at their usual frequency (roughly 4.2% active in at least one column).
